Screens from PubChem.
KLF5 inh: suppresses KLF5 promoter-driven expression. DLD-1 KLF5 promoter-luciferase reporter, luminescence. inhibition, % at 5 µM. actives 0.23% (n = 290,000). AID 1700;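 active = inhibition above a per-plate limit of that plate's mean compound inhibition plus 3 SD, cut at about 60% in these data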;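 also: 0% = DMSO wells and 100% = LY294002 at 200 µM; higher means less KLF5 promoter-driven luciferase light; inactives centre near -14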
HSF1 activator: increases HSF-1 driven luciferase reporter signal; NIH3T3-HGL HSF-1 luciferase reporter, MG132, 8 h; 100% = twice DMSO control signal; actives 1.7% (n = 300,000); AID 504408; activation, % at 9 µM;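 active = mean replicate activation of at least 50% with a set share of replicates each reaching 50%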;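 also: 0% = median of the neutral control wells and 100% = twice that signal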
Platelet DG rel: modulates dense granule release in human platelets | human platelet-rich plasma, SFLLRN dense granule ATP release, luminescence | inhibition, %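 (compounds screened at 7.5 µM in platelet-rich plasma)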 | actives 0.22% (n = 300,000) | AID 1663;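 active = mean replicate score, as percent of positive control, at or above 50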
HSP90 refold inh: inhibitors of HSP90 luciferase refolding in rabbit reticulocyte lysate. luciferase refolding luminescence, 3 h. inhibition, % at 5.6 µM. actives 0.91% (n = 290,000);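 active = inhibition above the screen-wide mean plus 3 SD, computed separately per campaign, cut at about 16% in these data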;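 also: 0% = DMSO wells and 100% = 60 µM geldanamycin wells; inhibitors lower the luminescence because luciferase stays unfolded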
HIF activator: HIF pathway transcriptional activation; actives 0.32% (n = 300,000); U2OS HRE-luciferase reporter, luminescence; normalized: DMSO 0%, desferrioxamine 100%; activation, % at 7.5 µM (by protocol);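 active = mean activation of at least 10% of the iron chelator positive control signal, with at least half of replicates also reaching 10%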
HSF1 inh: HSF1 inhibition. NIH3T3-HGL HSE-luciferase, MG132-induced, luminescence 8 h; active compounds read low. activity change, negative = inhibition, % at 7.5 µM (by protocol). actives 0.77% (n = 300,000). AID 2098;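 active = more than half of replicate wells show activity change below -50%, luminescence cut by over half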;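 also: luciferase reports HSF-1 transcriptional activity via heat shock element; 0% = median of DMSO wells and -100% = zero luminescence signal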
AI-2 QS modul: Vibrio harveyi AI-2 quorum sensing modulation. Vibrio harveyi JMH597 AI-2 luminescence/OD600 ratio, 9 h; active compounds read low; strain lacks LuxN and CqsS sensors; 0 = neutral-control median. activity change, % at 7.5 µM. actives 0.4% (n = 300,000). AID 2094; in the data active = activity change below about -75%, passing the limit was not always enough;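 also: luminescence divided by OD600 gain over 9 h not by final OD600 alone; inactives centre near 13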
IEC-6 tox: counter-screen for KLF5 inhibitors: cytotoxicity in IEC-6 cells; inhibition, % at 5 µM; actives 0.78% (n = 290,000); IEC-6 cytotoxicity, luminescence viability; in the data active = inhibition above about 22%;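 also: 0% = plate median of test compound wells and 100% = cytotoxic reference compound wells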
HDAC3 inh: blocks human histone deacetylase 3; AID 2718; O15379; recombinant HDAC3, fluorogenic peptide/trypsin coupled, fluorescence; actives 0.15% (n = 320,000); inhibition, % at 8.3 µM; in the data active = inhibition above about 26%, passing the limit was not always enough
Target sequence (O15379 whole entry, looked up): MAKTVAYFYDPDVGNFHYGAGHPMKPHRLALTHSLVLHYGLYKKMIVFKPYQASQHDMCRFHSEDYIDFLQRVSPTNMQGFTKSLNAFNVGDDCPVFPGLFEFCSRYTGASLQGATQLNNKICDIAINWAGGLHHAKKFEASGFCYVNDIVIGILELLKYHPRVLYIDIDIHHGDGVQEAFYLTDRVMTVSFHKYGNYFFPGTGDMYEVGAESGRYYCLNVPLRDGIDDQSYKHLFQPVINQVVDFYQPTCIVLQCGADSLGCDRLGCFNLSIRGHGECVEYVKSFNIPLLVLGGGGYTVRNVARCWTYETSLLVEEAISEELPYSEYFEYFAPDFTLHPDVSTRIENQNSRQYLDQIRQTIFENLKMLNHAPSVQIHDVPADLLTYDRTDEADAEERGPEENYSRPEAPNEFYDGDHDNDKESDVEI
aSyn UTR inh: MLPCN primary screen, SNCA 5' untranslated region. alpha-synuclein 5'UTR reporter, inhibitor activity. inhibition, % (tested at 7.5 µM). actives 0.82% (n = 300,000); in the data active = inhibition above about 60%;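 also: H4 neuroglioblastoma cells stably carrying SNCA 5'UTR luciferase fusion; 0% = DMSO wells and 100% = positive control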
* hit, by the source's call. Hits appear at their usual frequency, and some 5% of all compounds hit somewhere here.

What do the screens show for `CCOc1ccc(N(CC(=O)Nc2cc(Cl)ccc2C)S(C)(=O)=O)cc1`?
KLF5 inh: -4; HSF1 activator: 5; Platelet DG rel: -1; HSP90 refold inh: 0; HIF activator: 1.6; HSF1 inh: -7; AI-2 QS modul: 10; IEC-6 tox: 11; HDAC3 inh: -5; aSyn UTR inh: -6

Results for CCc1nc(SCC(=O)N2CCCCCC2)c2c(=O)n(C)c(=O)n(C)c2n1 ?
KLF5 inh: -18; HSF1 activator: -15; Platelet DG rel: 17; HSP90 refold inh: 2; HIF activator: 0.1; HSF1 inh: 5; AI-2 QS modul: 5; IEC-6 tox: 6; HDAC3 inh: 1; aSyn UTR inh: 3

What do the screens show for `Cc1ccc(NC(=O)CN(C)C(=O)c2cc(-c3ccco3)nc3ccccc23)cc1`?
HSF1 activator: 0; Platelet DG rel: -1; HIF activator: -0.4; HSF1 inh: -4; AI-2 QS modul: 17; HDAC3 inh: -2; aSyn UTR inh: 1

What do the screens show for `CCc1cc2cc(C)cc(C)c2nc1SCC(=O)N1CCCC1`?
KLF5 inh: -15; HSP90 refold inh: 5; IEC-6 tox: 0; HDAC3 inh: -2

Results for Cn1c(=O)c2c(nc3n2CC(CO)O3)n(C)c1=O (stereo not drawn) ?
KLF5 inh: -29; HSF1 activator: 0; Platelet DG rel: -4; HSP90 refold inh: -1; HIF activator: -0.7; HSF1 inh: -2; AI-2 QS modul: -33; IEC-6 tox: -4; HDAC3 inh: 4; aSyn UTR inh: 8

What do the screens show for `O=[N+]([O-])c1ccc(S(=O)(=O)Nc2ccc(-c3ccc(N4CCOCC4)nn3)cc2)cc1`?
HSF1 activator: 24; Platelet DG rel: -1; HIF activator: 1.3; HSF1 inh: 13; AI-2 QS modul: 11; aSyn UTR inh: -28

What do the screens show for `CC(=O)Nc1ccc2c(c1)C(C)(C)C(C)N2C` (stereo not drawn)?
KLF5 inh: -16; HSF1 activator: 2; Platelet DG rel: 4; HSP90 refold inh: 3; HIF activator: -0.3; HSF1 inh: -1; AI-2 QS modul: 18; IEC-6 tox: 0; HDAC3 inh: -2; aSyn UTR inh: 18

What do the screens show for `Cc1nc(C#N)c(N/N=C/c2cccc(Cl)c2)o1`?
KLF5 inh: -10; HSF1 activator: 24; Platelet DG rel: 5; HSP90 refold inh: -2; HIF activator: 3.6; HSF1 inh: 13; AI-2 QS modul: 5; IEC-6 tox: -1; HDAC3 inh: -1; aSyn UTR inh: -126

Results for CN(C)c1ccc(C(=O)NC2(N3CCC3=O)CCCC2)cc1 ?
KLF5 inh: -7; HSF1 activator: -13; Platelet DG rel: -2; HSP90 refold inh: 3; HIF activator: 0.3; HSF1 inh: 2; AI-2 QS modul: 12; IEC-6 tox: 7; HDAC3 inh: -6; aSyn UTR inh: -37

How did COc1cccc(NC(=O)C2COc3ccccc3O2)c1 (stereo not drawn) do in these assays?
KLF5 inh: -40; HSF1 activator: 3; Platelet DG rel: -2; HSP90 refold inh: -3; HIF activator: -21; HSF1 inh: 8; AI-2 QS modul: -8; IEC-6 tox: -1; HDAC3 inh: -7; aSyn UTR inh: -201

What do the screens show for `Cc1ccc(NC(=O)/C(C#N)=C/c2cn(CC(=O)NCc3ccco3)c3ccccc23)cc1C`?
KLF5 inh: -10; HSF1 activator: -14; Platelet DG rel: 3; HSP90 refold inh: -3; HIF activator: -2.6; HSF1 inh: 4; AI-2 QS modul: 14; IEC-6 tox: 0; HDAC3 inh: -4; aSyn UTR inh: 43

Results for CC(=O)Oc1ccc(N(C(C)=O)S(=O)(=O)c2ccc3ccccc3c2)cc1 ?
KLF5 inh: -33; HSF1 activator: 9; Platelet DG rel: 3; HSP90 refold inh: -2; HIF activator: -2.1; HSF1 inh: 18; AI-2 QS modul: 5; IEC-6 tox: -3; HDAC3 inh: 0; aSyn UTR inh: 3

How did CCN1CCN(C(=O)CCc2nnc(CCCCc3ccccc3)o2)[C@@H](C)C1=O do in these assays?
KLF5 inh: -15; Platelet DG rel: -5; HSP90 refold inh: -2; HIF activator: -0.4; AI-2 QS modul: 7; IEC-6 tox: 4; HDAC3 inh: 14; aSyn UTR inh: 4

Results for CCCc1c(C(=O)Nc2ccc(F)cc2C)cnn1-c1ccccc1 ?
KLF5 inh: -16; HSF1 activator: -17; Platelet DG rel: 7; HSP90 refold inh: 1; HIF activator: 0.3; HSF1 inh: -13; AI-2 QS modul: -9; IEC-6 tox: 8; HDAC3 inh: 0; aSyn UTR inh: 30

What do the screens show for `COc1ccccc1CNC(=O)C(CC(C)C)NC(=O)C1CCC(C)CC1` (stereo not drawn)?
KLF5 inh: -28; HSF1 activator: 7; Platelet DG rel: 3; HSP90 refold inh: 1; HIF activator: -0.6; HSF1 inh: -1; AI-2 QS modul: 4; IEC-6 tox: -1; HDAC3 inh: -1; aSyn UTR inh: 8

Results for CC1CCCN(C(=O)CN(C)S(=O)(=O)c2cccc3nsnc23)C1 (stereo not drawn) ?
KLF5 inh: -11; HSF1 activator: -11; Platelet DG rel: 11; HSP90 refold inh: 2; HIF activator: 0.8; HSF1 inh: -5; AI-2 QS modul: 2; IEC-6 tox: 4; HDAC3 inh: -1; aSyn UTR inh: 16

How did CC(NC(=O)c1ccc(Br)s1)C1CCCO1 (stereo not drawn) do in these assays?
KLF5 inh: -36; HSF1 activator: -6; Platelet DG rel: -7; HSP90 refold inh: -1; HIF activator: -0.2; HSF1 inh: -1; AI-2 QS modul: 19; IEC-6 tox: -2; HDAC3 inh: -1; aSyn UTR inh: -6

What do the screens show for `CC(CN1CCOCC1)OC(=O)/C=C/c1ccccc1` (stereo not drawn)?
KLF5 inh: -2; HSF1 activator: 2; Platelet DG rel: 12; HSP90 refold inh: 0; HIF activator: 3.1; HSF1 inh: 6; AI-2 QS modul: 23; IEC-6 tox: 4; HDAC3 inh: -2; aSyn UTR inh: -41

How did CCCc1nc(SCc2cccnc2)c2c(=O)n(C)c(=O)n(C)c2n1 do in these assays?
KLF5 inh: -8; HSF1 activator: 13; Platelet DG rel: 15; HSP90 refold inh: 1; HIF activator: -0.4; HSF1 inh: 25; AI-2 QS modul: 24; IEC-6 tox: -4; aSyn UTR inh: -9

Results for N#CCCN(Cc1ccccc1)C(=O)c1nccnc1C(=O)O ?
KLF5 inh: -55; HSF1 activator: 4; Platelet DG rel: 4; HSP90 refold inh: -6; HIF activator: -1.6; HSF1 inh: 1; AI-2 QS modul: -5; IEC-6 tox: 0; HDAC3 inh: -3; aSyn UTR inh: -2

What do the screens show for `CC(C)C(OC(=O)c1ccc(Cl)nc1)C(=O)NC1CCCCC1` (stereo not drawn)?
KLF5 inh: -26; HSF1 activator: 6; Platelet DG rel: 0; HSP90 refold inh: -2; HIF activator: 0.0; HSF1 inh: 4; AI-2 QS modul: 3; IEC-6 tox: -6; HDAC3 inh: 8; aSyn UTR inh: 0

How did N/C(=N\OS(=O)(=O)c1ccccc1)c1cccnc1 do in these assays?
KLF5 inh: -16; HSP90 refold inh: -6; IEC-6 tox: -1; HDAC3 inh: 4

How did Cc1ccc(-c2cc(C(F)F)n3ncc(C(=O)N4CCCc5ccccc54)c3n2)cc1 do in these assays?
KLF5 inh: -2; HSF1 activator: 7; Platelet DG rel: 3; HSP90 refold inh: -5; HIF activator: -2.2; HSF1 inh: -1; AI-2 QS modul: -4; IEC-6 tox: -7; HDAC3 inh: 5; aSyn UTR inh: 16

How did O=C(COC(=O)CNS(=O)(=O)/C=C/c1ccccc1)Nc1cccc2ccccc12 do in these assays?
KLF5 inh: -11; HSF1 activator: 1; Platelet DG rel: 4; HSP90 refold inh: 0; HIF activator: 0.1; HSF1 inh: -8; AI-2 QS modul: 17; IEC-6 tox: -1; HDAC3 inh: 3; aSyn UTR inh: 2

How did C=CCNCCOCCOc1ccc(C)cc1Br do in these assays?
KLF5 inh: -55; HSF1 activator: 26; Platelet DG rel: -10; HSP90 refold inh: -2; HIF activator: 0.0; HSF1 inh: -8; AI-2 QS modul: 16; IEC-6 tox: 4; HDAC3 inh: -1; aSyn UTR inh: -13

Results for CCOc1ccc(OCC)c(S(=O)(=O)N2CCCCC2)c1 ?
KLF5 inh: -4; HSF1 activator: 2; Platelet DG rel: 2; HSP90 refold inh: 4; HIF activator: -0.2; HSF1 inh: 6; AI-2 QS modul: 9; IEC-6 tox: -5; HDAC3 inh: -5; aSyn UTR inh: 10

What do the screens show for `CC1CCN(CC(=O)Nc2cc(C(F)(F)F)ccc2Cl)CC1`?
KLF5 inh: -45; HSF1 activator: -5; Platelet DG rel: 4; HSP90 refold inh: 0; HIF activator: 0.1; HSF1 inh: -5; AI-2 QS modul: 3; IEC-6 tox: 2; HDAC3 inh: -5; aSyn UTR inh: 11

What do the screens show for `COc1ccc(OC)c(NC(=O)Cn2c(C)nc3ccccc3c2=O)c1`?
KLF5 inh: -21; HSF1 activator: -10; Platelet DG rel: -2; HSP90 refold inh: -1; HIF activator: 0.1; HSF1 inh: -4; AI-2 QS modul: 19; IEC-6 tox: 6; HDAC3 inh: -6; aSyn UTR inh: 0

How did O=C(NCC(c1cccs1)N1CCOCC1)c1cc(S(=O)(=O)N2CCOCC2)ccc1F (stereo not drawn) do in these assays?
HSF1 activator: -24; Platelet DG rel: -3; HIF activator: 1.1; HSF1 inh: 0; AI-2 QS modul: 21; HDAC3 inh: 7; aSyn UTR inh: 5

Results for O=C(O)CCC(=O)c1cccc2ccccc12 ?
KLF5 inh: -16; HSF1 activator: -2; Platelet DG rel: 1; HSP90 refold inh: 1; HIF activator: -0.5; HSF1 inh: -2; AI-2 QS modul: 6; IEC-6 tox: -2; HDAC3 inh: -8; aSyn UTR inh: -4

Results for O=C(Nc1cccnc1Cl)c1cccnc1Cl ?
KLF5 inh: -25; HSF1 activator: -7; Platelet DG rel: -2; HSP90 refold inh: 6; HIF activator: -0.8; HSF1 inh: -1; AI-2 QS modul: 28; IEC-6 tox: 1; HDAC3 inh: -1; aSyn UTR inh: -2

Results for COc1ccccc1/C=N/NC(=O)c1ccc(-c2ccccc2)cc1 ?
KLF5 inh: 11; HSF1 activator: -19; Platelet DG rel: 2; HSP90 refold inh: 3; HIF activator: 0.2; HSF1 inh: -14; AI-2 QS modul: 18; IEC-6 tox: 7; HDAC3 inh: 5; aSyn UTR inh: -37

What do the screens show for `CCN(CC)c1c([N+](=O)[O-])c(=O)n(C)c2ccccc12`?
KLF5 inh: -17; HSF1 activator: -2; Platelet DG rel: -2; HSP90 refold inh: -1; HIF activator: -0.2; HSF1 inh: 1; AI-2 QS modul: 13; IEC-6 tox: 0; HDAC3 inh: 9; aSyn UTR inh: -7

Ordered by molar mass (descending): three of the compounds above
How did C=CCNCCOCCOc1ccc(C)cc1Br do in these assays?
KLF5 inh: -55; HSF1 activator: 26; Platelet DG rel: -10; HSP90 refold inh: -2; HIF activator: 0.0; HSF1 inh: -8; AI-2 QS modul: 16; IEC-6 tox: 4; HDAC3 inh: -1; aSyn UTR inh: -13

Results for CCOc1ccc(OCC)c(S(=O)(=O)N2CCCCC2)c1 ?
KLF5 inh: -4; HSF1 activator: 2; Platelet DG rel: 2; HSP90 refold inh: 4; HIF activator: -0.2; HSF1 inh: 6; AI-2 QS modul: 9; IEC-6 tox: -5; HDAC3 inh: -5; aSyn UTR inh: 10

Results for O=C(Nc1cccnc1Cl)c1cccnc1Cl ?
KLF5 inh: -25; HSF1 activator: -7; Platelet DG rel: -2; HSP90 refold inh: 6; HIF activator: -0.8; HSF1 inh: -1; AI-2 QS modul: 28; IEC-6 tox: 1; HDAC3 inh: -1; aSyn UTR inh: -2
